aSyn yeast inh: rescues yeast growth from alpha-synuclein toxicity; Yeast expressing alpha-synuclein, growth rescue, BacTiter-Glo, 24 h; Potency, µM (doses to about 46.1 µM), for inactives: at the top dose growth rescue (activation), hits mostly activators; actives 0.14% (n = 370,000); further: potency means the concentration at half of the fitted maximal effect; % of control where 0% means no effect; nearly all actives have a fitted effect of over 65% in size
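Readout is rescue of growth in alpha-synuclein-expressing yeast, so inhibitors of toxicity appear as activators. Growth after 24 hr at 30 deg C in galactose medium is quantified by luminescence.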
GLP1R cytotox: cytotoxicity in counter-screen for GLP-1R inverse agonists. Potency, µM (highest dose often 38.3 µM), inactives show top-dose activity change, negative = inhibition, hits mostly inhibitors. HEK293 cAMP-luciferase reporter cells, luminescence, 24 h. actives 0.13% (n = 410,000). AID 624418;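 further: loss of luciferase light is scored as toxicity; potency means the concentration at half of the fitted maximal effect; on the % scale 0 is the no-effect control and ±100 the full control effect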
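Luminescence readout: signal drop marks cytotoxicity. Plated cells grew 12 h at 37 °C, 5% CO2, received 23 nL compound for 24 h, then got luciferase reagent, read after 12 min at RT.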
GLP1R inv ag: GLP-1 receptor (human) inverse agonism. P43220. HEK293 GLP-1R CRE-luciferase, luminescence, 24 h; GLP-1R form is constitutively active. Potency, µM (series often up to 38.3 µM), for inactives: at the highest dose activity change, negative = inhibition, actives largely listed as inhibitors. actives 1.6% (n = 410,000). AID 624417; further: potency means the concentration at half of the fitted maximal effect; on the % scale 0 is the no-effect control and ±100 the full control effect; nearly all actives have a fitted effect of over 55% in size
Target sequence (P43220 whole entry, looked up): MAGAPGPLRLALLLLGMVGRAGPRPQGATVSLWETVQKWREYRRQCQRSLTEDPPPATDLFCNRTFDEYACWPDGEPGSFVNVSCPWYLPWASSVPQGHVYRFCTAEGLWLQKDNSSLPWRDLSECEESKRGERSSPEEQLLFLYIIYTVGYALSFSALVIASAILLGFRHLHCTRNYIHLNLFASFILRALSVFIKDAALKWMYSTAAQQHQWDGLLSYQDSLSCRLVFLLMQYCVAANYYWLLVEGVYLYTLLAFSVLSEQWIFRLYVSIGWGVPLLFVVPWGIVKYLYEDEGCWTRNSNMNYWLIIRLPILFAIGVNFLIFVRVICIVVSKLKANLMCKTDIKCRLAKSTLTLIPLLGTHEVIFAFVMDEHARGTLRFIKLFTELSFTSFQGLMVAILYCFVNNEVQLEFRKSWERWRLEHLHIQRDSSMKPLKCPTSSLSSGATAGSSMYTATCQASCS
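Stable HEK293 clone (constitutively active GLP-1R + cAMP-response luciferase); 200 cells/uL plated, 12 h pre-culture, compound 24 hr, 37 deg C/5% CO2; detection reagent 12 min RT; luminescence.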
PTHR1 ag: PTHR1 (human) receptor agonism; Q03431; HEK293 GP2 PTHR1 cells, GloSensor cAMP luminescence, 1 h; Potency, µM (titrated, usually from 115 µM), without a hit: at the highest dose activation, hits mostly activators; actives 0.075% (n = 410,000); AID 743266; further: potency means the concentration at half of the fitted maximal effect; nearly all actives have a fitted effect of over 55% in size; some results filed as inactive show a strong effect at the top dose; inactives centre near -15; many of its hits are not listed in these tables
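HEK-293-derived GP2 cells expressing PTHR1 and a GloSensor cAMP reporter, 3,000/well, plated overnight, given luciferin plus IBMX (each 0.5 mM as added) for 1 h at 37 °C, then compound for 1 h at 37 °C. Luminescence was read after 15 min at room temperature.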
DRD3 antagonist: antagonists of human D3 dopamine receptor; P35462; max response, negative = inhibition, %; D3R cells, DiscoveRx beta-arrestin luminescence, antagonist mode; active compounds read low; actives 2.5% (n = 360,000); in the data active means max response below about -50%; inconclusive means no clear call, values can overlap the other calls; further: on the % scale 0 is the no-effect control and ±100 the full control effect; mostly tested at two doses, the higher about 12 µM
Target sequence (P35462 whole entry, looked up): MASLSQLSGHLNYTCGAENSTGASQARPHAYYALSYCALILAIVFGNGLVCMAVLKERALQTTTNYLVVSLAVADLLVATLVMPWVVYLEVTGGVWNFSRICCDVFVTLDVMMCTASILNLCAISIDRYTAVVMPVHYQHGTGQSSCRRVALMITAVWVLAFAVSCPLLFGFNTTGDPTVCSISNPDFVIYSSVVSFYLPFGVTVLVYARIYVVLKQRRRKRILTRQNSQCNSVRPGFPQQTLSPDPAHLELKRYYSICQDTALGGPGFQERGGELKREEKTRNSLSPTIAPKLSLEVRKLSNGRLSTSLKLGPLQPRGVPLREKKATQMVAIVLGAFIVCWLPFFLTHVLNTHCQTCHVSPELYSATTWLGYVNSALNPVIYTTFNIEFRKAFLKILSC
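Cells plated overnight at 1500 cells/well, then exposed to library compounds with dopamine controls for 90 minutes at 37 degrees C. DiscoveRx reagent added for 30–60 minutes at room temperature; luminescence read, quantitative HTS format.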
KB-V1 cytotox: KB-V1 MDR subline cytotoxicity; KB-V1 MDR cells viability, CellTiter-Glo, 72 h; Potency, µM (doses to about 46.1 µM), inactives show at the highest dose activity change, negative = cytotoxicity, hits mostly cytotoxic; actives 3.4% (n = 400,000); AID 1347076; further: potency means the concentration at half of the fitted maximal effect; on the % scale 0 is the no-effect control and ±100 the full control effect; nearly all actives have a fitted effect of over 60% in size
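KB-V1 MDR subline cells in DMEM (phenol-red free, 10% FBS) exposed to compounds in qHTS concentration series for 72 h at 37 degrees C. Viability read by CellTiter-Glo luminescence; concentration-effect curves fitted after normalization and correction.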
TDP43 rescue: rescues yeast growth from TDP-43 toxicity | TDP-43 expressing yeast growth rescue, BacTiter-Glo, 24 h | Potency, µM (top dose mostly 46.1 µM), for the others: top-dose growth rescue (activation), most hits filed as activators | actives 1.8% (n = 410,000) | AID 652104; further: potency means the concentration at half of the fitted maximal effect; % of control where 0% means no effect; nearly all actives have a fitted effect of over 50% in size
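Growth rescue of TDP-43-toxic yeast measured as ATP luminescence (BacTiter-Glo). Cells grown to mid-log in raffinose, induced in galactose at OD600=0.02, exposed to compound 24 hr at 30 deg C.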
D3 ag: agonists of human D3 dopamine receptor. P35462. D3R DiscoveRx beta-arrestin cells, luminescence, 90 min. max activation, %. actives 0.58% (n = 410,000); in the data active means max activation above about 30%; further: 0% is about no effect; mostly tested at two doses, the higher about 12 µM
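Agonist-mode cell screen: cells plated at 1500/well and incubated overnight at 37 °C, then exposed to library compounds for 90 min at 37 °C. Detection reagent was added for 30–60 min at room temperature, and luminescence was read.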
GLP1R ag: agonists of human GLP-1 receptor; P43220; Potency, µM (highest dose often 45.6 µM), for inactives: at the highest dose activation, actives largely listed as activators; HEK293 GLP-1R CRE-luciferase, luminescence, 4-6 h; cells express a hypersensitive GLP-1R form; actives 0.007% (n = 380,000); further: potency means the concentration at half of the fitted maximal effect; % of control where 0% means no effect
Active calls of the source: *; i = inactive; ? = inconclusive; . = not tested or not shown; [ ] = another dose, or the depositor's remark. Unless noted, the call rests on the fitted dose curve; in most records, active means well fitted curve in the direction sought with a large enough effect; inconclusive means small, poorly fitted or top-dose-only effect, or another doubt; inactive means no such curve, though single readings can be large; an effect the other way counts as inactive or inconclusive.

Values run as follows: aSyn yeast inh	GLP1R cytotox	GLP1R inv ag	PTHR1 ag	DRD3 antagonist	KB-V1 cytotox	TDP43 rescue	D3 ag	GLP1R ag
- CCOc1ccc(C(=O)CC(C(=O)O)N2CCN(Cc3ccccc3)CC2)cc1 (stereo not given)
    6%[1.84 µM]	-7%	?	-42%[inhibitor]	-23	0%	?	-10	-3%
- Cc1c(NC(=O)CC(O)(C(F)(F)F)C(F)(F)F)c(=O)n(-c2ccccc2)n1C
    1%	-6%	0%	i	-13	-1%	-21%	2	-4%
- Cc1ccc(C)c(OCCCCN2CCCCC2)c1
    0%	5%	-29%	-9%	-67*	?	-10%	-17	-4%
- COc1cccc(-n2c(=O)c3c(C)c(C(=O)N(C)C)sc3n(CC(=O)Nc3ccc(C)cc3Cl)c2=O)c1
    .	3%	8%	i	.	.	-10%	-4	.
- CSc1ccccc1NC(=O)COc1ccc(Cl)cc1Cl
    -2%	-2%	?	-89%[inhibitor]	-14	0%	0%	9	?
- Cc1ccsc1/C=N/NC(=O)C(=O)NCC(C)C
    2%	-2%	2%	-57%[inhibitor]	-24	-11%	-17%	-8	3%
- CCOc1cc(-c2sc(Nc3ccccc3)n[n+]2C)ccc1OC
    -5%	2%	20%	3%	?	?	6%	-14	10%
- CC(C)(C)OC(=O)N1CCC(C(=O)Nc2ccc(C(=O)NC3CC3)cc2)CC1
    0%	0%	18%	-11%	-2	0%	11%	9	8%
- Brc1ccc(COn2ccnc2)cc1
    -3%	-3%	18%	-13%	4	13%	-15%	3	5%
- CCC(=O)Nc1ccc(C2C(=O)c3ccccc3C2=O)cc1
    -33%[inhibitor]	-2%	25%	-34%[inhibitor]	-23	?	-61%[inhibitor]	-9	4%
- CCCCCn1c(=O)[nH]c2cc(C(=O)N3CCN(c4cc(Cl)ccc4C)CC3)ccc2c1=O
    .	-4%	-5%	-17%	.	3%	21%	3	-1%
- CCS(=O)(=O)Nc1cccc(-c2ccc3nnc(-c4cccnc4)n3n2)c1
    -1%	2%	133%[activator]	-12%	25	6%	7%	-1	18%
- CCOc1ccc(CN2C(=O)c3ccccc3Sc3ccc(C(=O)N4CCN(C)CC4)cc32)cc1
    .	-8%	-12%	i	.	0%	16%	4	1%
- N#CC1(C#N)CC(C=O)=C(N)C1(C#N)CC(=O)c1ccc(F)cc1 (stereo not given)
    0%	67%[activator]	8%	i	10	12%	-12%	3	-10%
- COCCCNC(=O)C(=O)Nc1ccc2c(c1)N(S(=O)(=O)c1cccs1)CCC2
    4%	?	?	-17%	10	1µM*	15%	-3	11%

The listing continues.
Values run as follows: aSyn yeast inh	GLP1R cytotox	GLP1R inv ag	PTHR1 ag	DRD3 antagonist	KB-V1 cytotox	TDP43 rescue	D3 ag	GLP1R ag
- C[C@@H]1CCC(=O)N(CC[C@H](Sc2ccc(Br)cc2)c2ccccc2)CC1
    -26%	5%	?	-44%[inhibitor]	?	?	3%	-27	-3%
- CN(C)c1ccc(/C=N/NC(=O)c2cnc3ccccc3c2)cc1
    -1%	-2%	-15%	i	-2	5%	3%	-6	12%
- Cc1ccc(C(=O)COC(=O)CNS(=O)(=O)c2ccc(C)cc2)cc1
    -3%	7%	2%	i	-1	.	10%	-7	-1%
- C/C(=N\NC(=O)c1ccccc1O)c1ccc(Br)s1
    -12%	-28%	-22%	-42%	-4	?	-24%	-7	2%
- N#Cc1ccc(NC(=O)COC(=O)CSc2nnc(-c3ccc(Cl)cc3)o2)cc1
    2%	-14%	12%	i	18	10%	27%	-4	6%
- CCn1nnnc1NCc1cccn1C
    0%	5%	2%	-24%[57.5 µM]	4	30%	-12%	-2	-7%
- Cc1cccc(NC(=O)CCN2CCOCC2)c1
    0%	2%	-2%	-34%[57.5 µM]	6	11%	-17%	-2	4%
- COc1ccc(CNC(=O)CN2C(=O)NC3(CCCCCC3)C2=O)cc1OC
    2%	6%	3%	i	26	8%	18%	0	6%
- COCCn1c(SCC(=O)Nc2cccc(C)c2C)nc2c(oc3ccccc32)c1=O
    .	-2%	18%	-14%	.	-2%	9%	-1	.
- CCn1c(CNc2nc3ccccc3n2C(C)C)nc2ccccc21
    -1%	-3%	?	i	-59*	12µM*	3%	-13	16%
- N/C(=N\OC(=O)c1ccc(Cl)c(Cl)c1)c1ccccn1
    -4%	-19%	0%	-25%	-6	0%	11%	0	-4%
- COc1ccc(-c2coc3c(C(=O)Nc4ccc(OC)nc4)cccc23)c(C)c1
    -17%	-14%	?	-38%[inhibitor]	14	-19%	35µM*	6	2%
- COc1ccc(CN(C(=O)Cc2c[nH]c3ccccc23)C(C(=O)NC2CCCCC2)c2ccc(C)o2)cc1 (stereo not given)
    .	-25%	?	-14%	31	?	14%	0	-6%
- COC(=O)c1ccc(Cn2cnc3c(cnn3-c3ccc(C)c(C)c3)c2=O)o1
    4%	3%	-1%	i	9	?	-6%	12	-11%
- CCC(C)NC(=O)CCS(=O)(=O)c1ccc2c(c1)n(C)c(=O)c(=O)n2C (stereo not given)
    -6%	5%	-12%	i	0	5%	12%	-2	-2%

Next records.
Values run as follows: aSyn yeast inh	GLP1R cytotox	GLP1R inv ag	PTHR1 ag	DRD3 antagonist	KB-V1 cytotox	TDP43 rescue	D3 ag	GLP1R ag
- CC(NC(=O)C(C)(C)C)C(c1cccs1)N1CCN(Cc2ccccc2)CC1 (stereo not given)
    0%	0%	?	-15%	-18	?	-7%	-13	-3%
- CCOC(=O)c1nnn(CC(=O)NC(=O)Nc2ccccc2)c1C(=O)OCC
    4%	13%	9%	-6%	-8	10%	4%	11	12%
- COc1cc(C2C(C(=O)c3ccc(C)o3)=C(O)C(=O)N2CCN2CCOCC2)ccc1OCCC(C)C (stereo not given)
    6%	10%	31%	-13%	20	9%	15%	3	-5%
- O=C(COC(=O)COc1ccc(Br)cc1)NCCC1=CCCCC1
    3%	6%	1%	i	30	0%	-2%	6	0%
- Cc1ccc(Cn2cccc2/C=C2/C(=N)N3C=CSC3=NC2=O)cc1
    8%	-5%	-23%	-5%	-12	-11%	29%	2	0%
- Cc1ccc(F)c(S(=O)(=O)NC(=O)C2(C)CCN2C(=O)c2ccc(C3CCCCC3)cc2)c1 (stereo not given)
    -8%	1%	-10%	-27%	-20	-8%	-1%	-11	-5%
- COn1c(SCc2ccccc2)nc2ccccc2c1=O
    9%	-14%	-3%	-21%	21	12%	-2%	3	25%
- O=C(CCN=C1NS(=O)(=O)c2ccccc21)Nc1ccc(F)cc1Cl
    -29%	2%	-15%	-14%	-7	0%	-16%	0	-9%
- CSCCC(NS(=O)(=O)c1ccc(Cl)cc1)C(=O)OCC(=O)N1CCCc2ccccc21 (stereo not given)
    16%	1%	?	-24%	0	1%	-20%[9.22 µM]	0	18%
- COc1ccc(CN2CCC(Oc3ccc(C(=O)N4CCCCC4)cc3)CC2)cc1C
    2%	?	?	-42%[inhibitor]	-22	.	20%	-40	4%
- COc1ccc(N(CC(=O)Nc2cc(C)ccc2OC)S(=O)(=O)c2c(C)noc2C)cc1
    6%	-9%	?	i	16	9.2µM*	19%	7	2%
- Cn1c(N2CCN(C(c3ccccc3)c3ccccc3)CC2)nc2ccccc21
    4%	-8%	?	-64%[inhibitor]	16	?	-3%	-5	-10%
- CN(CC(=O)Nc1cccc(S(=O)(=O)N2CCCC2)c1)CC(=O)Nc1ccc(Cl)c(C(F)(F)F)c1
    -2%	?	?	-26%	-23	1%	-19%	10	11%
- CCOc1ccc(Br)cc1S(=O)(=O)Nc1ccc(C(=O)Nc2ccccc2OC)cc1
    -1%	8%	?	i	-51*	-8%	?	-22	9%
- CCC(NC(=O)CCc1c(C)c2cc3c(-c4ccccc4)coc3cc2oc1=O)C(=O)O (stereo not given)
    18%	0%	-15%	-6%	3	-7%	-6%	-5	-8%

(listing goes on)
Values run as follows: aSyn yeast inh	GLP1R cytotox	GLP1R inv ag	PTHR1 ag	DRD3 antagonist	KB-V1 cytotox	TDP43 rescue	D3 ag	GLP1R ag
- O=S1(=O)N=C(Nc2cccc(C(F)(F)F)c2)c2ccccc21
    .	2%	?	-21%	.	-8%	?	-22	.
- O=C(O)CCCN1C(=O)c2ccccc2Sc2ncccc21
    -3%	12%	-3%	-3%	-6	-9%	-1%	1	-5%
- CC(=O)Nc1cc2c(cc1[N+](=O)[O-])-c1ccccc1C2=NO
    8%	-1%	12%	-17%	6	5%	0%	-2	20%
- Cc1cccc(Nc2nc(N)nc(N)c2S(=O)(=O)c2ccccc2)c1
    5%	9%	19%	-7%	.	-23%	18%	-2	6%
- CC(NC(=O)CSc1nc2c(c(C(F)(F)F)n1)CCc1ccccc1-2)c1ccccc1 (stereo not given)
    17%	-28%	?	-84%[inhibitor][57.5 µM]	13	?	4%	2	5%
- COc1cc(/C=C/C(=O)O)ccc1OS(=O)(=O)c1c(C)c(C)cc(C)c1C
    7%	1%	2%	-30%	-21	-6%	13%	-3	0%
- Cc1cccc(NC(=O)CCn2nc(C)c3c(C)n(-c4ccccc4)nc3c2=O)c1C
    .	20%	-7%	-22%	.	29%	12%	-4	.

Complete entries from above:
COc1cc(/C=C/C(=O)O)ccc1OS(=O)(=O)c1c(C)c(C)cc(C)c1C in the list: aSyn yeast inh = 7%; GLP1R cytotox = 1%; GLP1R inv ag = 2%; PTHR1 ag = -30%; DRD3 antagonist = -21; KB-V1 cytotox = -6%; TDP43 rescue = 13%; D3 ag = -3; GLP1R ag = 0%
Cc1cccc(NC(=O)CCn2nc(C)c3c(C)n(-c4ccccc4)nc3c2=O)c1C in the list: aSyn yeast inh = .; GLP1R cytotox = 20%; GLP1R inv ag = -7%; PTHR1 ag = -22%; DRD3 antagonist = .; KB-V1 cytotox = 29%; TDP43 rescue = 12%; D3 ag = -4; GLP1R ag = .

Screens deposited in PubChem BioAssay by National Center for Advancing Translational Sciences (NCATS).

The list is partial. The share of hits here may be higher or lower than overall.
